Screening results: PubChem BioAssay, NCI
Growth percent in the NCI-60 one-dose screen (48 h, 10 µM unless noted): 100 = growth as untreated, 0 = no growth, -100 = all killed.
BT-549 = BT-549 breast cancer | AID 1794793 | actives 4.4% (n = 78,000)
MCF7 = MCF7 breast cancer | actives 6.3% (n = 82,000) | AID 1794796
SR = SR leukemia cells; actives 8.7% (n = 73,000); AID 1794780
MDA-MB-231 = MDA-MB-231 breast cancer; actives 5% (n = 81,000); AID 1794789
MDA-MB-468 = MDA-MB-468 breast cancer; actives 8.5% (n = 78,000); AID 2202374
HS 578T = HS 578T breast cancer; actives 4.1% (n = 78,000); AID 1794788
T-47D = T-47D breast cancer; actives 5% (n = 79,000)
K-562 = K-562 leukemia; actives 7.4% (n = 78,000); AID 1794777
Active calls of the source: *; / = not tested or not shown; & = joins results of further samples. Rule for the calls: active = growth percent below 10; inactive = the rest. Not a hit list; 13% or so of the library scored in one or more.

SMILES	BT-549	MCF7	SR	MDA-MB-231	MDA-MB-468	HS 578T	T-47D	K-562
C=C(C)[C@@H]1CC[C@]2(COC(=O)c3ccco3)CC[C@]3(C)[C@H](CC[C@@H]4[C@@]5(C)CCCNC(C)(C)[C@@H]5CC[C@]43C)[C@@H]12	108	83	78	90	61	106	73	75
O=C(NCCCCCCNC(=O)OCc1ccccc1)OCc1ccccc1	107	106	104	105	112	105	110	100
CCOC(=O)C1=C(C(=O)c2ccc(OC)cc2)C(c2ccc([N+](=O)[O-])cc2)C(C(=O)c2ccc(OC)cc2)=C(C(=O)OCC)N1	87	52	/	/	34	77	/	45
C[C@@H]1C=C(I)[C@@]2(CCCO)c3cccc4[nH]cc(c34)[C@@H]12	103	84	87	86	92	80	73	86
COc1ccc2nc(Cl)c(/C=C3/S/C(=N/O)NC3=O)cc2c1	89	77	/	115	89	83	/	102
Cc1nn(-c2ccccc2)c(Oc2c(Cl)cccc2Cl)c1/C=N/NC(=O)Cn1c(=O)sc2ccccc21	93	72	55	86	80	85	82	42
O=C(NC1CCOC1=O)OCc1ccccc1 (configuration not stated)	104	96	106	108	106	101	97	98
CCNC(=O)OCCCl	113	90	102	113	107	/	102	111
Cc1nc2sc3c(c2c(C)c1Br)NC(c1ccccc1O)NC3=O (configuration not stated)	99	82	78	76	93	83	72	85
C=C(C)[C@@H]1CC[C@]2(C(=O)N3CCN(C)CC3)CC[C@]3(C)[C@H](CC[C@@H]4[C@@]5(C)CC[C@H](OC(=O)CCC(=O)O)C(C)(C)[C@@H]5CC[C@]43C)[C@@H]12	92	86	72	77	100	100	89	92
CC(=O)CC(=O)CC(=O)c1ccccc1	114	102	96	104	110	105	102	103
CCN1C(=O)N(CC)C2NC(N/N=C/c3ccccc3)=NC21 (configuration not stated)	98	86	64	81	82	84	108	76
COC(=O)[C@]1(C)CCC[C@]2(C)[C@H]3C[C@H]4C(C(C)C)=C[C@]3(CC[C@H]21)[C@@H]1C(=O)N(N)C(=O)[C@@H]14	106	98	95	101	92	94	93	88
Nc1c(N=Nc2ccc(-c3ccc(N=Nc4c(S(=O)(=O)O)cc5cc(S(=O)(=O)O)c(N=Nc6ccccc6)c(O)c5c4N)cc3)cc2)ccc2c(S(=O)(=O)O)cccc12	111	122	96	88	127	108	116	/
NC1CSSCC(C(=O)O)NC1=O (configuration not stated)	116	95	101	111	106	114	123	109
CCSc1nnc(-c2ccc3ccccc3c2O)n1-c1ccc(Cl)cc1	82	38	/	81	49	81	44	16
CC1(C)CC(O)CCCCCCOc2c(CN)cccc2NC(=O)c2nc(cnc2N)-c2ccc(cc2)S1(=O)=O (configuration not stated)	28	-16*	-17*	40	6.9*	13	66	-26*
CCOC1CC(C#N)(C#N)C1(C#N)C#N (configuration not stated)	99	101	126	120	92	105	113	107
Cc1ccc2nc(C)c(C(=O)NCc3ccc(OCc4cn(Cc5ccc(Br)cc5)nn4)cc3)n2c1	65	87	/	74	52	93	58	/
O=C(Nc1ncc(Cc2ccccc2Cl)s1)C1=NCCCCN1	97	90	100	105	100	96	90	91
Cc1cc(C)c(-c2c(Br)c(OC(=O)CO[C@@H]3C[C@H](C)CC[C@H]3C(C)C)c(-c3c(C)cc(C)c(Br)c3C)c(Br)c2OC(=O)CO[C@@H]2C[C@H](C)CC[C@H]2C(C)C)c(C)c1Br	/	104	107	113	118	110	109	101
O=C(SC(=S)NCCNC(=S)SC(=O)c1ccccc1)c1ccccc1	112	98	98	109	98	110	102	96
Nc1ncccc1O	94	69	66	117	74	109	96	68
COc1cccc(-c2c(C#N)c(-c3ccco3)nc3c2c(-c2ccccc2)nn3-c2ccccc2)c1	123	92	102	95	113	98	84	98
CC(OC(=O)Nc1cccc(Cl)c1)C(=O)O (configuration not stated)	113	100	/	109	/	96	93	92
O=C(Nc1ccc(NC(=O)c2cc(S(=O)(=O)Nc3ccccc3Cl)c(O)c(O)c2O)cc1)c1cc(S(=O)(=O)Nc2ccccc2Cl)c(O)c(O)c1O	110	105	84	108	117	88	95	/
CCN(CC)CCC(O)(Cc1ccccc1)C(C(=O)O)c1ccccc1 (configuration not stated)	97	95	107	104	91	101	94	93
Nc1ccc(N=Nc2ccc(N=Nc3c(S(=O)(=O)O)cc4cc(S(=O)(=O)O)c(N=Nc5ccc(N=Nc6ccc(N)cc6N)cc5)c(O)c4c3N)cc2)c(N)c1	119	112	108	102	112	111	101	112
CC1CCOC(c2ccc(Cl)cc2Cl)O1 (configuration not stated)	100	95	104	101	100	93	117	109
COc1ccc(/C(C)=C(\c2ccc(Cl)cc2)c2ccc(OCCN3CCCCC3)cc2)cc1F	61	15	-25*	50	16	35	47	1.6*
O=C(O)c1ccccc1Oc1cc(-c2ccco2)nc(OCCN2CCOCC2)n1	97	102	/	99	105	112	97	107
Clc1nc2ccc(Br)cc2cc1-c1nc2ccccc2[nH]1	86	42	92	65	76	48	104	86
Cc1ccc(Cc2cnc(NC(=O)/C=C/c3cccc(C)c3)s2)cc1	-5.4*	15	13	3.6*	1.3*	6.8*	40	14
COc1ccc2nc(N/N=C/c3cccc(C)n3)cc(C)c2c1	102	102	72	110	106	117	92	83
O=c1oc2ccc(-c3ccc(F)cc3F)cc2c(=O)n1-c1ccc(Br)cc1F	31	58	85	87	47	47	5.9*	45
CN(C)CCOC(=O)Nc1c(Cl)cccc1Cl	112	93	99	115	101	98	112	106
CN(C)CCSC1=Nc2ccc(Cl)cc2C(c2ccccc2Cl)N(C)C1 (configuration not stated)	76	28	44	51	58	24	58	48
Cc1csc(SCc2nc3sc(C)c(C)c3c(=O)[nH]2)n1	130	96	101	110	/	128	107	80
Nc1nc(N)nc(Nc2ccccc2)n1	112	101	85	110	103	111	96	100
COc1ccc(-c2nc3sc(C)nn3c2/C=C/C(=O)c2ccc(OC)c(OC)c2)cc1	77	96	76	46	100	95	75	99
COc1cc(-c2nc3ccc(C)cc3n2CC(=O)NNC(=O)c2ccncc2)cc(OC)c1OC	93	83	89	93	89	97	93	92
N#C/C(=C\c1ccc(Cl)cc1)c1cc2ccccc2[nH]1	95	64	93	85	84	89	73	92
Nc1c(S(=O)(=O)O)cc(Br)c2c1C(=O)c1ccccc1C2=O	110	94&97	91&94	107&115	107&102	94&112	97&90	97&101
COc1cc(OC)c2c(c1)c1nc3cc(C)c(C)cc3nc1n2CCN(C)C	97	66	49	79	117	92	74	78
Cc1cc(C(C)(C)C)cc(CNC(C)(C)C)c1O	/	93	98	99	101	104	109	93
O=C(c1ccccc1)c1ccc[nH]1	104	100	90	104	106	123	84	106
Fc1ccc([C@@H]2CCNC[C@H]2COc2ccc3c(c2)OCO3)cc1	84	/	/	11	36	83	64	52
COc1cccc(-c2nn(-c3ccccc3)cc2-c2ccnc(NCCNS(=O)(=O)c3ccc(C)cc3)c2)c1	90	46	57	61	47	70	24	39
COc1ccc(-c2cc(-c3nnc(SCC(=O)Nc4ccc(C(C)=O)cc4)o3)c3ccccc3n2)cc1OC	71	93	83	90	120	91	64	57
COC(=O)C1CCC(NNC(=O)c2ccccc2)=N1 (configuration not stated)	123	91	95	112	110	101	88	97
S=C1NCCCN1	106	97	94	119	107	109	104	/
O=C(Cn1cc(CN2C(=O)c3ccccc3S2(=O)=O)nn1)Nc1cccc(Cl)c1	133	92	113	115	101	107	97	103
COc1ccc(C2CC(c3ccccc3)=Nc3ccccc3S2)cc1OC (configuration not stated)	83	36	/	87	147	104	78	67
CC(C)c1cc(C(C)C)c(S(=O)(=O)Oc2ccc(NC(=O)c3ccc(Cl)cc3)cc2)c(C(C)C)c1	20	16	26	52	8.0*	40	8.0*	16
COc1ccc2[nH]c(C(=O)OCc3ccc4c(Cl)cc(Cl)c(O)c4n3)cc2c1	-88*	-21*	-13*	-76*	-83*	-16*	-66*	-14*
COc1ccc(Cc2nc3c([nH]2)c(=O)n(C)c(=O)n3C)cc1OC	/	92	101	91	101	107	103	/
COc1ccc(-n2ncn(CCCCn3cnn(-c4ccc(OC)cc4)c3=O)c2=O)cc1	101	90	/	89	99	109	/	92
COc1ccc(NC(=O)CN)cc1	60	93	85	94	105	98	97	106
O=c1c2ccccc2nc(SCc2nnc(Nc3ccccc3)s2)n1CCc1ccccn1	99	92	85	97	107	/	93	105
COc1cc(-c2ccc(/C=N/NC(=O)c3[nH]c4ccc(Br)cc4c3-c3ccccc3)o2)cc(OC)c1OC	95	70	78	/	89	/	86	86

Reprinted from the part before: 4 compounds, followed by the next part.
SMILES	BT-549	MCF7	SR	MDA-MB-231	MDA-MB-468	HS 578T	T-47D	K-562
COc1ccc(-n2ncn(CCCCn3cnn(-c4ccc(OC)cc4)c3=O)c2=O)cc1	101	90	/	89	99	109	/	92
COc1ccc(NC(=O)CN)cc1	60	93	85	94	105	98	97	106
O=c1c2ccccc2nc(SCc2nnc(Nc3ccccc3)s2)n1CCc1ccccn1	99	92	85	97	107	/	93	105
COc1cc(-c2ccc(/C=N/NC(=O)c3[nH]c4ccc(Br)cc4c3-c3ccccc3)o2)cc(OC)c1OC	95	70	78	/	89	/	86	86
CCOC(=O)C(=O)NCCc1ccc(OC)c(OC)c1	113	106	106	99	101	108	106	93
COc1cc(C2Nc3c(ccc4ccccc34)-n3c(C)cc(=O)n32)cc(OC)c1OC (configuration not stated)	100	101	107	99	94	101	101	98
S=C=Nc1ccc(N=C=S)cc1	109	/	/	/	101	113	89	107
CCCCCCCCCCOC(=O)c1nn(C(C)=O)c2cc(C)c(C)cc12	90	94	98	105	111	104	100	95
CCn1cc(C(=O)O)c(=O)c2cc(F)c(N3CCN(CC(=O)Nc4ccc(OC)cc4)C(C)C3)c(F)c21 (configuration not stated)	97	98	105	86	96	91	101	94
CC(=O)O[C@@]1(c2cn(-c3ccc(C(=O)O)cc3)nn2)CC[C@H]2[C@@H]3CCC4=CC(=O)CC[C@@H]4[C@H]3CC[C@@]21C	117	100	104	95	91	141	104	102
CC(=NCc1ccccc1)c1ccccc1O	113	102	/	102	101	98	104	113
CCOC(=O)Nc1ccc(OC(=O)Oc2ccc(NC(=O)OCC)cc2)cc1	106	106	90	117	115	100	103	93
COc1cc(C2CC(=O)Nc3n[nH]c(-c4ccccc4)c32)cc(OC)c1OC (configuration not stated)	52	47	32	64	39	75	67	25
O=C1C(Nc2ccc(Br)cc2)=C(I)C(=O)c2ncccc21	64	-35*	4.6*	6.9*	-81*	41	-41*	6.0*
NC(=S)SCCC(=O)O	107	99	101	121	102	108	108	102
COc1ccc(/C=N/Nc2nc3ccccc3s2)cc1	98	61	88	86	85	105	87	93
N#Cc1c(-c2cccs2)nc(N2N=C(c3ccccc3)CC2c2ccccc2)[nH]c1=O (configuration not stated)	104	76	103	103	111	103	75	99
COc1ccc2c(c1)c(CC(=O)Nc1ccc(OC)c(C(N)=O)c1O)c(C)n2C(=O)c1ccc(Cl)cc1	94	85	113	98	88	98	89	83
CC1(C)CC(=O)c2c(nn(-c3ccccc3)c2-c2cn(-c3ccccc3)nc2-c2cccnc2)C1	107	82	95	86	106	99	82	97
Cc1ncc(C(N)=O)c2c1OC(C)(C)OC2	113	97	97	107	103	104	99	94
Cc1ccc(C2=CSC3=NC(=O)C(CCN4CCCC4)N23)cc1 (configuration not stated)	115	89	89	88	106	103	83	90
Cn1c(=O)c2[nH]c(CCc3ccncc3)nc2n(C)c1=O	/	94	107	103	112	99	112	100
COc1cc(Cn2cc(CNC(=O)c3cccnc3Nc3ccc(OC)cc3OC)nn2)cc(OC)c1	96	103	88	95	99	95	92	85
O=C(NC(Cc1cn(Cc2ccccc2)cn1)C(=O)O)OCC1c2ccccc2-c2ccccc21 (configuration not stated)	97	104	85	133	107	98	112	89
C=CCCCOC1[C@H](OCc2ccccc2)C(OCc2ccccc2)C(OC)O[C@@H]1CNC(=O)c1cccc(-c2ccccc2)c1 (some centres not stated)	92	75	48	74	64	173	60	68
CN1CN(C)CN(C)C1	103	100	/	101	96	102	97	108
Cc1ccc(-c2csc(/N=C3\C(=O)Nc4ccc(C)cc43)n2)cc1	105	89	74	87	102	92	77	92
CC(=O)O[C@@H]1[C@H](OC(=O)c2c(C)cc(O)cc2O)[C@@H](CO)O[C@H]1n1ccc(=O)[nH]c1=O	104	95	108	87	118	108	87	94
COc1ccc(C(CC(=O)O)c2c(C)n(-c3ccccc3)[nH]c2=O)cc1 (configuration not stated)	106	92	108	105	99	95	92	96
COC(=O)c1ccc(Cn2c(=O)sn(CCCl)c2=O)cc1	101	95	65	116	122	102	92	82
O=C(O)CCCC(C(=O)O)N1C(=O)CSC1=S (configuration not stated)	102	93	/	102	109	99	99	95
Cc1nn(-c2ccc([N+](=O)[O-])cc2)c2ncnc(Nc3ccccc3)c12	107	93	71	95	115	107	96	95
Cc1c(Cl)cccc1NC(=S)NC(=O)c1ccccc1	115	53	88	90	34	109	65	80
O=C(O)/C=C/C(=O)Nc1ccc(Cl)cc1	104	95	/	119	103	105	93	111

Results in MDA-MB-231, for some of the entries so far:
canonical_smiles	MDA-MB-231
CC(=O)O[C@@H]1[C@H](OC(=O)c2c(C)cc(O)cc2O)[C@@H](CO)O[C@H]1n1ccc(=O)[nH]c1=O	87
COc1ccc(C(CC(=O)O)c2c(C)n(-c3ccccc3)[nH]c2=O)cc1 (configuration not stated)	105
COC(=O)c1ccc(Cn2c(=O)sn(CCCl)c2=O)cc1	116
O=C(O)CCCC(C(=O)O)N1C(=O)CSC1=S (configuration not stated)	102
